# AmpC detergent: inhibitors of E. coli AmpC beta-lactamase with detergent. P00811. AmpC hydrolysis of nitrocefin, absorbance 480 nm, 0.01% Triton. Potency, µM (titrated, usually from 114 µM), without a hit: top-dose activity change, negative = inhibition, hits mostly inhibitors. 370,000 tested, 0.041% active;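 also: potency is read from the fitted curve at half-maximal effect; 0% = no-compound wells and -100% = no-enzyme wells; nearly all actives have a fitted effect of over 25% in size; some results filed as inactive show a strong effect at the top dose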
# Target sequence (P00811 whole entry, looked up): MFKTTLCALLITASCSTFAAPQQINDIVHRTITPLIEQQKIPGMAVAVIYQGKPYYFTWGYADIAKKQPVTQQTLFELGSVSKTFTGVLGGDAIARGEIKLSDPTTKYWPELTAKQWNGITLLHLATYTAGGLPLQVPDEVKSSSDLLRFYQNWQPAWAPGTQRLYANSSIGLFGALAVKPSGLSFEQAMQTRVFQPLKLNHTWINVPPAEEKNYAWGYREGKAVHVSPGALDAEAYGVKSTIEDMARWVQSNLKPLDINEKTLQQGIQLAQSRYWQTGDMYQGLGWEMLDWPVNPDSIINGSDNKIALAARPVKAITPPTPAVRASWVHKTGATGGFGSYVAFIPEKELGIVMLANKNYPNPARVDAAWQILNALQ
#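 20 mM phosphate pH 7.0 + 0.01% (detergent screen) or 0.0001% Triton X-100; 5.3 nM AmpC reagent; cpd preinc 15 min RT; nitrocefin (800 uM stock) to start; A480 q20 s × 4 min; Activity was normalised to no-enzyme and no-compound control wells.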
# HCMV inh: blocks human cytomegalovirus replication; activity change, negative = inhibition, % at 57.5 µM; 410,000 tested, 4.5% active; HFF cells, HCMV-luciferase reporter, 72 h; stronger effect = lower value; in the data active = activity change below about -60%; inconclusive = no clear call, values can overlap the other calls; inactive = above about -39%
#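 Cell-based, HFFs, 1000 cells/well, 16 h 37C; cpds in DMSO + HCMV-luc, MOI 1 PFU/cell; 72 h 37C; OneGlo luminescence after 5 min RT; norm. to buffer vs Salinomycin 10uM.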
# Sm TGR block: inhibitors of Schistosoma mansoni thioredoxin glutathione reductase. purified TGR, DTNB reduction, TNB absorbance 405 nm. Q962Y6. Potency, µM (titrated, usually from 114 µM), without a hit: top-dose activity change, negative = inhibition, usual class: inhibitors. 360,000 tested, 3% active. AID 485364; also: potency is read from the fitted curve at half-maximal effect; nearly all actives have a fitted effect of over 60% in size
#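 First, TGR (20 nM dispensed) and NADPH were mixed with compound. Second, a 15 min room-temperature incubation followed. Third, further NADPH and then DTNB were added to start the reaction. Finally, TNB absorbance was monitored kinetically.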
# HCV inhibitor: blocks hepatitis C virus; Huh7.5.1 HCVcc-Cre infection, luciferase reporter, 44 h; Potency, µM (titrated, usually from 41.8 µM), without a hit: at the top dose activity change, negative = inhibition, usual class: inhibitors; 340,000 tested, 3.4% active; AID 651820; also: potency is read from the fitted curve at half-maximal effect
#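 Seed cells (1,000/well) for 4 h; treat with compound and infect with HCVcc-Cre, moi about 0.5. Incubate 44 h, then detect luciferase activity.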
# AmpC inh no detg: AmpC beta-lactamase inhibition without detergent. P00811. AmpC nitrocefin hydrolysis, absorbance 480 nm, 0.0001% Triton. Potency, µM (titrated, usually from 57.1 µM), for inactives: at the top dose activity change, negative = inhibition, most hits filed as inhibitors. 330,000 tested, 0.52% active. AID 485341;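 also: potency is read from the fitted curve at half-maximal effect; plate controls were no compound for no effect and no enzyme for full effect; nearly all actives have a fitted effect of over 20% in size; some results filed as inactive show a strong effect at the top dose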
#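 AmpC (5.3 nM in the dispensed reagent) in 20 mM phosphate pH 7.0 with 0.01% (detergent screen) or 0.0001% Triton X-100 was preincubated with compounds for 15 min at room temperature. Nitrocefin was then added from an 800 uM solution, and hydrolysis was followed at 480 nm.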
# FBPA Giardia inh: Giardia lamblia aldolase inhibition; purified Giardia FBPA; Potency, µM (highest dose often 59.6 µM), for inactives: top-dose activity, negative = inhibition, most hits filed as inhibitors; 290,000 tested, 0.71% active; AID 2451; also: potency is read from the fitted curve at half-maximal effect; nearly all actives have a fitted effect of over 55% in size
# Target sequence (A8B2U2 whole entry, looked up): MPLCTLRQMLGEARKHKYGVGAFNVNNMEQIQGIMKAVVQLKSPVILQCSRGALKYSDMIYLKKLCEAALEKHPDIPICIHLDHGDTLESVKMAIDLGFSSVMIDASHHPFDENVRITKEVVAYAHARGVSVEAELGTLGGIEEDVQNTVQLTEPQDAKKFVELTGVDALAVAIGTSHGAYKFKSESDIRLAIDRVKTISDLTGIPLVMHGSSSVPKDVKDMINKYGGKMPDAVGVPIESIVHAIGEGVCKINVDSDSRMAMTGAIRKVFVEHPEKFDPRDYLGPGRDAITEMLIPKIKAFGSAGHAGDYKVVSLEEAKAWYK
#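 Giardia FBPA (40 nM reagent) was preincubated 10 min at RT with compound (up to 57.5 uM final), then substrate plus GAPDH/TPI/NAD/arsenate coupling system with diaphorase/resazurin was added; resorufin fluorescence (525/598 nm) was read after 20 min.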
# An asterisk follows results filed as active; ? = inconclusive; . = no result given; [ ] = another dose, or the depositor's remark. Unless noted, calls follow the shape of the dose curve; as a rule, active = well fitted curve in the direction sought with a large enough effect; inconclusive = small, poorly fitted or top-dose-only effect, or another doubt; inactive = no such curve, though single readings can be large; an effect the other way counts as inactive or inconclusive. Unless noted, % is scaled to controls: 0 for no effect and ±100 for the full control effect.
entry	smiles	AmpC detergent	HCMV inh	Sm TGR block
1	Cc1ccc(CN2C(=O)CCC2C(=O)NCCN2CCOCC2)cc1 (configuration not stated)	8%	-19	3%
2	COCc1ccc(C(=O)NC2CC(C)(C)Cc3c2cnn3-c2ccc(OC)cc2)o1 (configuration not stated)	?	-29	-5%
3	O=C(CS(=O)(=O)c1ccccc1)N1CCc2ccccc21	0%	75	-2%
4	O=C(CSc1nc2c(cnn2-c2ccccc2)c(=O)[nH]1)c1ccc(Cl)cc1	?	-26	-27%
5	CN(C)/C=C1\N=C(c2ccc(Cl)cc2Cl)OC1=O	-5%	14	-6%
6	Cc1c(Cl)cccc1NC(=S)NCC(c1cccnc1)N(C)C (configuration not stated)	-5%	20	1%
7	CC1CCN(Cc2nc3c(c(=O)n(C)c(=O)n3C)n2CCCc2ccccc2)CC1	?	?	-8%
8	CC(C)C(=O)Nc1c(-c2cccc(Cl)c2)c(=O)c2ccccc2n1C	9%	26	14%
9	C/C=C(\C)C(=O)N1CC2(CC(c3cccc(NC(=O)CCCCC)c3)=NO2)C[C@@H]1C(N)=O (some centres not stated)	0%	10	-7%
10	CCOC(=O)/C(C#N)=C/c1cn(CCC(=O)O)nc1-c1ccc(Br)cc1	?	-6	-9%
11	C/C(=N\NC(=O)c1ccccc1O)C1C(=O)c2ccccc2C1=O	-2%	?	9%
12	Cc1cccc(C(CC(=O)NCc2ccco2)c2ccccc2)c1O (configuration not stated)	3%	5	.

entry	HCV inhibitor	AmpC inh no detg	FBPA Giardia inh
1	2%	5%	3%
2	-12%	121%[activator]	.
3	-1%	-28%	-3%
4	-8%	-20%	-1%
5	?	-12%	2%
6	14%	-15%	2%
7	-14%	8%	7%
8	5%	4%	-11%
9	7%	62%[activator]	-9%
10	1%	-18%[11.4 µM]	25%
11	13%	-37%	-11%
12	-5%	-50%	-2%

# Other results follow:
entry	smiles	AmpC detergent	HCMV inh	Sm TGR block
13	O=[N+]([O-])c1cnn(-c2nc(-c3ccco3)cc(C(F)(F)F)n2)c1	-2%	-97*	-1%
14	CSc1nc(-c2ccc(C)cc2)nc(C(Cl)Cl)n1	-3%	.	6%
15	CN(CC(=O)Nc1ccccc1Cl)C(=O)CN1C(=O)C2CC=CCC2C1=O (configuration not stated)	.	2	.
16	CCn1c(=O)c(C(=O)NCc2ccc(F)cc2)c(O)c2ccccc21	-1%	-23	4%
17	CC(C)(C)N(Cc1ccccc1)C(=O)COC(=O)CN1C(=O)NC2(CCCC2)C1=O	?	-1	-1%
18	COc1ccccc1N1CCN(c2nnc(-c3ccc(F)cc3)c3ccccc23)CC1	7%	5	-1%
19	Cc1ccc(NC(=O)CN(C)S(=O)(=O)c2cnc[nH]2)cc1	19%	23	0%
20	COCCOc1ccc(C(F)(F)F)cc1NC(=O)c1ccccc1F	-15%	-24	8%
21	COc1cc(S(=O)(=O)NC(C)C)ccc1Cl	?	1	5%
22	CN(C)CCCN(C(=O)c1ccco1)c1nc2c(F)cc(F)cc2s1	2%	34	-3%
23	C#CCOc1ccc(/C=C2/C(=O)NN(c3ccccc3)C2=O)cc1OC	-1%	13	10%
24	COc1ccc(C(=O)N/C(=C\c2ccccc2)C(=O)NC(CC(C)C)C(=O)O)cc1 (configuration not stated)	7%	5	3%

entry	HCV inhibitor	AmpC inh no detg	FBPA Giardia inh
13	-24%	-7%	4%
14	3.2µM*	-7%	6%
15	5%	-19%	.
16	?	-18%	-6%
17	8%	85%[activator]	9%
18	9%	-17%	-4%
19	.	.	.
20	?	-15%	3%
21	?	1%	15%
22	?	0%	-1%
23	4%	-14%	-12%
24	-2%	-21%	-2%

# The list continues:
entry	smiles	AmpC detergent	HCMV inh	Sm TGR block
25	CC(=O)Nc1ccc(C(=O)C(Cc2ccccc2)N(C)C)cc1 (configuration not stated)	-2%	-10	-5%
26	Cc1occc1C(=O)NCc1ccccc1F	-2%	-17	?
27	COc1cccc(-c2nnc(N(C)C(=O)C3CCOC3)s2)c1 (configuration not stated)	?	47	-13%
28	O=C(O)c1cccc(NC(=O)C23CC4CC(C2)CC(n2cnc(Cl)n2)(C4)C3)c1	-15%	-17	-2%
29	CCOC(=O)C1CCC(CN(Cc2c(Cl)cccc2Cl)S(=O)(=O)c2ccc(F)c(C)c2)CC1 (configuration not stated)	5%	-26	11%
30	CNC(=O)CSc1nnc(-c2ccco2)n1-c1ccccc1	-2%	-1	-1%
31	COc1cc(/C=C2/NC(=O)NC2=O)cc(Br)c1OCc1ccccc1	3%	?	1%
32	O=C(CN1C(=O)COc2ccc(Cl)cc21)Nc1ccc(F)cc1	24%	-8	4%
33	O=C(c1cc(-c2ccc(Br)cc2)on1)N1CCCCCC1	-15%	38	-2%
34	O=C(Nc1cccc(O)c1)C(=O)Nc1ccccn1	7%	41	3%
35	CSc1ccc(CNCC(O)c2ccccc2)cc1 (configuration not stated)	3%	-24	5%
36	CCN(C(=O)c1cc(Cl)ccc1Cl)C1CCS(=O)(=O)C1 (configuration not stated)	6%	11	2%

entry	HCV inhibitor	AmpC inh no detg	FBPA Giardia inh
25	-4%	-14%	-7%
26	4%	-42%	-1%
27	11%	122%[activator]	-2%
28	16%	-16%	4%
29	.	.	.
30	12%	-5%	6%
31	2%	-52%	2%
32	.	.	.
33	4%	-10%	12%
34	8%	-15%	-10%
35	-7%	-10%	-2%
36	5%[8.37 µM]	6%	.

# Other compounds.
entry	smiles	AmpC detergent	HCMV inh	Sm TGR block
37	O=C(O)c1ccc(Cl)c(S(=O)(=O)Nc2ccccc2Cc2ccccc2)c1	-1%	8	?
38	Cc1ccc(C(C)C)c(OCc2nnc(SCC(=O)Nc3nccs3)n2C)c1	4%	34	5%
39	CCOC(=O)c1c(C)c2c(=O)[nH]cnc2n1-c1ccccc1	-13%	-62*	0%
40	O=C(NCCN1CCOCC1)C1CCC(CNS(=O)(=O)c2ccc(Cl)cc2)CC1 (configuration not stated)	-6%	48	-15%
41	Cc1c(C(=O)NNc2c(Cl)cccc2Cl)n(C)oc1=O	-6%	19	-25%
42	COc1ccc(S(=O)(=O)N2CCOCC2)cc1NC(=O)c1cc(=O)[nH]c2ccccc12	-3%	10	16%
43	CC1CCN(S(=O)(=O)c2cc(Br)cc(C(=O)NC3=NCCS3)c2)CC1	-14%	?	-22%
44	Cc1nc(N2CCN(Cc3ccc4c(c3)OCO4)CC2)nc2c1C(=O)CC(c1ccco1)C2 (configuration not stated)	-9%	?	0%
45	O=S(=O)(Nc1cccc(-n2cnnn2)c1)c1ccccc1F	5%	-4	9%
46	Cc1ccc(N(CC(=O)N2CCCC2)S(C)(=O)=O)c(C)c1	?	23	-3%
47	O=S(=O)(c1ccc(F)cc1)N1CCC(O)(c2ccc3c(c2)OCO3)CC1	-8%	2	-1%
48	CC(=O)N1CCc2cc(CNS(=O)(=O)c3ccc(C(C)(C)C)cc3)ccc21	1%	-27	-7%

entry	HCV inhibitor	AmpC inh no detg	FBPA Giardia inh
37	-2%	-53%	14%
38	8%	-12%	6%
39	-30%	-11%	-2%
40	29%	29%	1%
41	7%	-14%	-20%
42	-10%	-3%	.
43	-14%	-38%	4%
44	-28%	13%	-6%
45	-2%	-6%	.
46	16%	-3%	-7%
47	1%	-18%	14%
48	.	.	.

# The list continues.
entry	smiles	AmpC detergent	HCMV inh	Sm TGR block
49	O=S(=O)(Nc1cccc2ccccc12)N1CCCC1	?	-29	0%
50	O=C(/C(N=Nc1cccc(C(F)(F)F)c1)=C(/O)c1cccs1)C(F)(F)F	12%	163	16%
51	COc1ccccc1N1CCN(C(=O)C(=O)c2c(C)[nH]c3ccccc23)CC1	4%	14	4%
52	Cn1c(SCC(=O)N2CCN(c3ccccc3)CC2)nnc1-c1ccncc1	-3%	53	-6%
53	COc1ccc(NC(=O)C(C)SCc2ccccc2)cc1OC (configuration not stated)	-12%	-31	-9%
54	COc1ccc(Br)cc1CNC(=O)c1ccc2c(c1)N(Cc1ccc(C)cc1)CCS2	22%	?	2%
55	COc1ccccc1-n1cnnc1SCc1csc(-c2ccccc2)n1	0%	-15	-1%
56	CCCCCCCC(=O)NNC(=O)c1ccc(F)cc1	-9%	20	4%
57	CCC(=O)c1ccc(OCC(=O)OCC(=O)N2c3ccccc3NC(=O)C2(C)C)cc1	?	-31	3%
58	Clc1ccc(-c2c[n+](Cc3cccc(Cl)c3)c3n2CCC3)cc1	-10%	-94*	-1%
59	Cc1cc(=O)oc2cc(OCC(=O)OC(C)C(=O)Nc3ccc(S(N)(=O)=O)cc3)ccc12 (configuration not stated)	.	-38	.
60	O=C(COc1ccc(Cl)cc1)NNC(=O)c1ccccc1C(=O)O	4%	51	-3%

entry	HCV inhibitor	AmpC inh no detg	FBPA Giardia inh
49	6%	-15%	-24%
50	?	-26%	-7%
51	11%	81%[activator]	.
52	14%	1%	3%
53	?	-18%	1%
54	.	.	.
55	?	24%	4%
56	17%	-10%	6%
57	-24%	-17%	.
58	-5%	-2%	0%
59	?	-22%	.
60	5%	-38%	.

# (continued)
entry	smiles	AmpC detergent	HCMV inh	Sm TGR block
61	CC(C)(C)c1ccc(SCC(N)=O)cc1	-4%	-3	-24%
62	NS(=O)(=O)c1ccc(CCNC(=O)c2cc([N+](=O)[O-])ccc2N2CCCCC2)cc1	-3%	-6	4%
63	FC(F)(F)c1cc(-c2cccs2)nc(N2CCOCC2)n1	0%	-17	-11%
64	O=S(=O)(NC1CCCCC1Oc1ccccc1)c1ccc(Cl)cc1 (configuration not stated)	-5%	-8	-8%
65	O=C(Nc1ccc(N2CCCCC2)cc1)c1cc(S(=O)(=O)N2CCOCC2)ccc1F	-8%	-29	-4%
66	O=C(NNC(=O)C1CCN(c2ncccn2)CC1)c1ccc(F)cc1	?	15	3%

entry	HCV inhibitor	AmpC inh no detg	FBPA Giardia inh
61	19%	.	-7%
62	?	-37%	0%
63	?	-9%	0%
64	?	25%	9%
65	?	67%[activator]	.
66	2%	-33%	-10%
